TWEAK Fn14 block – inhibitors of TWEAK-Fn14 signaling, primary screen, luciferase reporter cells, uHTS; TWEAK-stimulated Fn14 reporter cells, luciferase luminescence, 8 h; inhibition, % at 10 µM; actives 2% (n = 360,000); in the data active = inhibition above about 50%
LRH-1 inv ag – LRH-1 (NR5A2) inverse agonists, primary screen, cell-based, luminescence, HEK293T, StAR-luciferase reporter; inhibition, % at 3.6 µM; actives 0.13% (n = 360,000); AID 602396, 2012; LRH-1 transfected, 24 h;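 active = inhibition above the mean inhibition of all tested compounds plus 3 SD, cut at about 73% in these data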;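 note: 0% = DMSO wells and 100% = reporter-only cells lacking LRH-1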
SRC2 inh – inhibition of GAL4-SRC2 driven luciferase reporter, primary screen, SRC2 inhibitor project, cell-based, luminescence | Nuclear receptor coactivator 2 (Homo sapiens), Q15596 | actives 0.17% (n = 370,000) | HEK293 GAL4-SRC2 luciferase reporter | AID 651957, 2012 | inhibition, % at 9 µM;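 active = inhibition above the mean inhibition of all tested compounds plus 3 SD, set per campaign, cut at about 52% in these data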;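 note: 0% = DMSO treated cells and 100% = cells given Gossypol at 36 µM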
COUP-TFII inh – NR2F2 transcriptional activity inhibitors, primary screen, cell-based, luciferase reporter, HEK293T, luminescence | COUP transcription factor 2 (Homo sapiens), P24468 | HEK293T NGFI-A luciferase reporter | inhibition, % at 8.6 µM | actives 0.7% (n = 370,000) | AID 686940, 2013;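 active = inhibition above a per-plate cutoff, mean inhibition of test wells between control levels plus 3 SD, cut at about 38% in these data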;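 note: cells cotransfected with COUP-TFII expression vector driving the NGFI-A reporter; 0% = median of COUP-TF2 test wells and 100% = reporter-only cells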
Granule exo inh – LAMP-1 surface exposure blockers, TALL-104 cells – cell-based, flow cytometry, MLPCN library, primary screen | TALL-104 LAMP-1 surface exposure; cells stimulated with thapsigargin and PMA | inhibition, % at 10 µM | actives 0.66% (n = 360,000);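 active = inhibition above about 55%, limit read from the data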
TLR9-MyD88 block – inhibitors of TLR9-MyD88 association in cells, primary screen, cell-based, CHO, BLA complementation, fluorescence; CCF4 FRET ratio; inhibition, % at 4.98 µM; actives 0.21% (n = 340,000);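 active = inhibition above the mean over all tested compounds plus 3 SD, cut at about 21% in these data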;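 note: 0% = DMSO only wells and 100% = clavulanate BLA inhibitor control wells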
TROY NFkB inh – inhibitors of TROY-driven NF-kB signaling, primary screen, Q293 LMP1-TROYcd cells, NF-kB luciferase, uHTS; Q293 LMP1-TROYcd NF-kB luciferase reporter, 4 h; inhibition, % at 10 µM; actives 0.98% (n = 360,000); AID 1347056, 2019;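 active = compounds whose plate-normalised and pattern-corrected inhibition of the luciferase reporter signal at the single screening dose is 50% or more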
ABHD5 PLIN5 PPI – ABHD5-PLIN5 interaction inhibitors, primary screen, cell lysate, split luciferase complementation, luminescence. Split G. princeps luciferase complementation, 4 h. inhibition, % at 4 µM. actives 0.78% (n = 360,000). AID 602281, 2012;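 active = inhibition above the mean inhibition across every tested compound plus 3 SD, cut at about 22% in these data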;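 note: 0% = DMSO only wells and the 100% control is not disclosed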
NOD2 RIPK2 PPI – NOD2-RIPK2 binding disruptors in cells, primary screen, fluorescence, CHO cells, BLA complementation | Receptor-interacting serine/threonine-protein kinase 2 (Homo sapiens), O43353 | CCF4 ratio | inhibition, % at 4.98 µM | actives 0.38% (n = 360,000); in the data active = inhibition above about 21%;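 note: 0% = vehicle only and 100% = reference blocker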
NCOA3 inh – SRC3 coactivator transcriptional activity inhibitors, primary screen, cell-based, luminescence. Nuclear receptor coactivator 3 (Homo sapiens), Q9Y6Q9. HEK293 GAL4-SRC3 luciferase reporter. actives 0.17% (n = 360,000). inhibition, % at 3.6 µM. AID 588352, 2011;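 active = inhibition above a per-campaign cutoff, the mean of all compounds plus 3 SD, cut at about 60% in these data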;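 note: 0% = DMSO-treated cells and 100% = gossypol-treated cells at 36 µM; higher means less SRC3-driven luciferase light from the GAL4 reporter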
NCOA1 inh – SRC1 coactivator transcriptional activity inhibitors, primary screen, cell-based, luminescence | Nuclear receptor coactivator 1 (Homo sapiens), Q15788 | HEK293 GAL4-SRC1 luciferase reporter | inhibition, % at 3.6 µM | actives 0.12% (n = 360,000) | AID 588354, 2011;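 active = inhibition above the campaign mean plus 3 SD, with each screening campaign given its own cutoff, cut at about 60% in these data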;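 note: 0% = DMSO treated cells and 100% = gossypol at 36 µM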
Target sequence (Q15788 whole entry, looked up, the tested form may be a part): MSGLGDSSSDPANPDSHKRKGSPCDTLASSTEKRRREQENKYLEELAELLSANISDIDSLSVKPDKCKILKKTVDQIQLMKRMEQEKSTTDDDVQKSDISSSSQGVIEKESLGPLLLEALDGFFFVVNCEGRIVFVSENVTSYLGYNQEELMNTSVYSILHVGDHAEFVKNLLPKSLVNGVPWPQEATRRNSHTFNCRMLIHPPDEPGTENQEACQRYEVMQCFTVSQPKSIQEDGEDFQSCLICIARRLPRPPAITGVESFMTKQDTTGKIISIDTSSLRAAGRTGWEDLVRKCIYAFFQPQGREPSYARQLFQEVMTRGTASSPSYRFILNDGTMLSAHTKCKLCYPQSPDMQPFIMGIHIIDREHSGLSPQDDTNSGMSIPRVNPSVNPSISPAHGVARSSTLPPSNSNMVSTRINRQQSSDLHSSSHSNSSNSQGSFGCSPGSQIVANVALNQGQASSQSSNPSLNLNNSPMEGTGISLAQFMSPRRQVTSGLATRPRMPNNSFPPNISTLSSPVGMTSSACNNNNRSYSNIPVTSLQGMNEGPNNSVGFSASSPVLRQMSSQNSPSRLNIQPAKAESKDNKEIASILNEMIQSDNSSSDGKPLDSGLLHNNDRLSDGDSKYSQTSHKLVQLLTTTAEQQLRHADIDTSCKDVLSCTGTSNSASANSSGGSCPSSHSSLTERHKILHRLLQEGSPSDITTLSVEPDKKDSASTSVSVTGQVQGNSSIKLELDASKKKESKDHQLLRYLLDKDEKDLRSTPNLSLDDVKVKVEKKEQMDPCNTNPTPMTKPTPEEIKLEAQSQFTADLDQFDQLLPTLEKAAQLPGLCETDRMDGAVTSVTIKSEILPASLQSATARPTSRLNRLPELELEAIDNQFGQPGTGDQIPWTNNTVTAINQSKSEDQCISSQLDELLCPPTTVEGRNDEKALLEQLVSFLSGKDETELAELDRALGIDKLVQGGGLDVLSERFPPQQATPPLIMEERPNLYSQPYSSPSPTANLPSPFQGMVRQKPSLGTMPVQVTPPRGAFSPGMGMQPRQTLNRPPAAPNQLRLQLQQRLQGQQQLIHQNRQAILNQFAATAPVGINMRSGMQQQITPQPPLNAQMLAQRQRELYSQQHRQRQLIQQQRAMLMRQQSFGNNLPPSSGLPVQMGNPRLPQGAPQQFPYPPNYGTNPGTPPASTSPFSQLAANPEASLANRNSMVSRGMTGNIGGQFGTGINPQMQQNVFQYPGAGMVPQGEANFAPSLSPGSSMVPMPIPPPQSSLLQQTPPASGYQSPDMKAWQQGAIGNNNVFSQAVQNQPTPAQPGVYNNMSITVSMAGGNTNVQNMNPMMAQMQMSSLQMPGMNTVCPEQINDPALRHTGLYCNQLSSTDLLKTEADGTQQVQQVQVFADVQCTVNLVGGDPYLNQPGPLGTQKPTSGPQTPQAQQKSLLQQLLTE
Active calls of the source: *; x = no result given. A portion of the library, so the mix of outcomes need not match the whole.

SMILES	TWEAK Fn14 block	LRH-1 inv ag	SRC2 inh	COUP-TFII inh	Granule exo inh	TLR9-MyD88 block	TROY NFkB inh	ABHD5 PLIN5 PPI	NOD2 RIPK2 PPI	NCOA3 inh	NCOA1 inh
COc1ccc(/C=N/OCc2ccc(Br)cc2)c(OC)c1	-23	4	-54	3	1	-1	-55	-3	-12	-1	-22
COc1ccc2nccc(C(N)=O)c2c1	6	4	12	-1	10	-4	5	1	-13	15	13
COC(=O)c1c(C)[nH]c(C)c1-c1ccccc1	21	8	-10	3	-2	6	x	-2	4	1	6
CCCOc1ccc2c(=O)c(N3C(=O)c4ccccc4C3=O)c(C)oc2c1	-2	18	-2	-3	0	0	11	-7	0	9	11
CC(C)Oc1ccccc1OCCN(C)C	0	13	32	-5	0	2	-6	4	-5	-3	-4
CCOC(=O)c1c(CSc2ccc(C)cc2)oc2ccc(O)cc12	22	1	16	7	6	-7	10	-9	-1	5	14
COc1ccc(CC(=O)Nc2nc(-c3cccnc3)cs2)cc1	4	1	5	0	1	-2	2	2	-1	6	5
O=S(=O)(c1ccc(Br)s1)N1CCN(c2ccnc3cc(Cl)ccc23)CC1	23	-1	-23	5	7	x	21	6	-5	16	-14
CC1=C(C(N)=O)C(c2cccnc2)n2nc(-c3cccc(Cl)c3)nc2N1 (stereo unspecified)	4	12	2	-1	-2	1	-13	1	8	-9	-8
Cc1cc(C(=O)NCc2ccc(S(N)(=O)=O)cc2)c(C)o1	-3	13	-8	-7	0	-6	4	1	-2	8	7
O=C(Cc1ccccc1)Nc1cc2c(cc1Cl)OCCCO2	-11	-75	-69	-53	-2	-2	-24	4	-1	-61	-80
Cc1cc[n+](CC(=O)N2CCCc3ccccc32)cc1	-10	7	-17	-20	2	5	-18	4	-4	0	-10
CCOC(=O)c1nnn(-c2nonc2-n2cccc2)c1-c1cccc([N+](=O)[O-])c1	26	-2	-14	6	2	-5	-20	7	-11	27	17
C=CCNC(=S)NNC(=O)c1ccccc1	3	11	-31	-3	-1	-2	3	-1	-2	19	-10
CC(=O)Nc1nc(NC(=O)/C=C/c2ccccc2)n(-c2ccccc2)n1	7	-2	-26	11	4	1	-10	4	3	3	8
O=C1N=c2ccc(Br)cc2=C1c1sc(=S)n(NS(=O)(=O)c2ccccc2)c1O	34	9	3	0	-1	-15	16	-23	2	15	-35
CN(CC(=O)NCC(=O)Nc1ccc(F)cc1)C1CCS(=O)(=O)C1 (stereo unspecified)	17	-20	9	-6	1	5	0	3	-10	6	1
COc1ccccc1OCc1ccc(C(=O)NCc2cccnc2)o1	-9	-12	-10	0	-4	-2	6	-1	-8	0	5
O=C(Nc1ccc(S(=O)(=O)N2CCCCC2)cc1)C1CCCCC1	-2	-1	-25	-12	-9	8	2	-5	-4	16	3
Cc1cc(=O)c(C(=O)Nc2cccc(C(=O)NC3CC3)c2)nn1-c1ccccc1	-11	-2	10	0	-1	0	5	-1	-14	-19	0
O=C(COC(=O)c1cccc2c1C(=O)c1ccccc1C2=O)NC1CCCCC1	-7	20	1	0	-2	0	27	2	-4	23	-2
Cc1cccn2c(=O)c3cc(C#N)c(=N)n(CCCN4CCOCC4)c3nc12	-25	3	-14	-6	2	5	-12	-3	-5	10	6
Cn1nc(C(F)(F)F)c(-c2ccccc2)c1N	0	-4	-3	6	19	1	3	-4	-1	8	4
COc1ccc(N2CC(C(=O)NCCS(=O)(=O)N3CCN(c4ccccc4)CC3)CC2=O)cc1 (stereo unspecified)	7	2	-9	-7	-2	6	-18	-6	6	5	-1
CCCCN(C)C(=O)c1cn(-c2cccc(OC)c2)c(=O)c2ccccc12	-10	4	-22	-16	-5	10	3	3	-1	-4	-26

Five structures already listed, sorted by molar mass, low to high.
SMILES	TWEAK Fn14 block	LRH-1 inv ag	SRC2 inh	COUP-TFII inh	Granule exo inh	TLR9-MyD88 block	TROY NFkB inh	ABHD5 PLIN5 PPI	NOD2 RIPK2 PPI	NCOA3 inh	NCOA1 inh
COC(=O)c1c(C)[nH]c(C)c1-c1ccccc1	21	8	-10	3	-2	6	x	-2	4	1	6
CCCCN(C)C(=O)c1cn(-c2cccc(OC)c2)c(=O)c2ccccc12	-10	4	-22	-16	-5	10	3	3	-1	-4	-26
Cc1cccn2c(=O)c3cc(C#N)c(=N)n(CCCN4CCOCC4)c3nc12	-25	3	-14	-6	2	5	-12	-3	-5	10	6
CCOC(=O)c1nnn(-c2nonc2-n2cccc2)c1-c1cccc([N+](=O)[O-])c1	26	-2	-14	6	2	-5	-20	7	-11	27	17
O=C1N=c2ccc(Br)cc2=C1c1sc(=S)n(NS(=O)(=O)c2ccccc2)c1O	34	9	3	0	-1	-15	16	-23	2	15	-35

(cont.)
SMILES	TWEAK Fn14 block	LRH-1 inv ag	SRC2 inh	COUP-TFII inh	Granule exo inh	TLR9-MyD88 block	TROY NFkB inh	ABHD5 PLIN5 PPI	NOD2 RIPK2 PPI	NCOA3 inh	NCOA1 inh
CC(C)(C)NC(=O)C(c1ccncc1)N(C(=O)Cn1nnc(-c2ccc(F)cc2)n1)c1ccc(F)cc1 (stereo unspecified)	0	19	2	-2	0	3	4	-2	-6	13	-67
CNC(=O)CSc1nc(SC)ns1	6	-9	-2	0	-3	-12	-16	3	1	6	5
C/C=C/c1cccc(-c2nc(C(=O)NC3CCCC3)cc3c2[C@@H](CCO)N(S(=O)C(C)(C)C)C3)c1 (stereo partly specified)	-24	-6	-15	8	1	x	-1	-10	7	-22	-2
COc1cccc(Nc2nc(C(N)C(C)C)cs2)n1 (stereo unspecified)	-6	-13	9	-16	-5	x	-12	4	12	8	13
O=c1c2ccccc2nc2n1CCN2Cc1ccc(Cl)cc1	33	34	x	x	-2	2	11	5	0	18	-2
Cn1c(=O)c2c(nc(NCC3CCCC(CN)C3)n2Cc2ccc(Cl)cc2Cl)n(C)c1=O (stereo unspecified)	-46	22	-19	-42	39	2	10	3	-7	-27	7
COc1ccc(S(=O)(=O)N(C)CC(=O)NCCC2=CCCCC2)cc1	3	15	-8	28	-1	-5	-2	-4	-6	3	5
CC(C)C(=O)NC(=S)Nc1ccccc1C(=O)Nc1ccccc1	20	13	1	-4	15	-19	9	-4	-4	2	0
CC(C)OC(=O)/C(=C\c1cccc2ccccc12)NC(=O)c1ccccc1	-10	-5	7	14	4	-7	-21	-3	-2	12	9
CC(C)CNC(=O)c1ccccc1NC(=O)Nc1ccccc1	30	-15	-9	6	-3	9	17	4	1	-29	6
CC1CN(C(=O)CCC(=O)NCCCN2C(C)CCCC2C)c2ccccc2O1 (stereo unspecified)	1	5	5	6	1	-4	10	3	-3	2	12
Cc1cc(NC(=O)CCNS(=O)(=O)c2cc(Br)cnc2N)ccc1Br	32	2	18	-11	-2	-14	34	-5	-2	-9	-19
CCC12CN3CCN(CC(C3)/C1=N\NC(=O)c1ccc(C(C)(C)C)cc1)C2	5	-10	-2	-2	-3	-6	-24	3	-4	7	-13
COCCCNC(=O)c1csc([C@@H]2C[C@H](O)[C@@H](CO)O2)n1	0	-9	-17	1	-4	x	9	0	2	-2	14
CC(C)(C)NC(=O)C(c1ccncc1)n1c(=O)c(-c2ccccc2)nc2ccccc21 (stereo unspecified)	x	-45	-6	-11	-5	x	x	10	-5	x	x
COc1ccccc1OCCOC(=O)Nc1ccccc1	-35	-6	-11	-13	-8	10	-9	-1	-5	4	-17
Cn1nccc1C(=O)N1CCN(c2cccc(C(F)(F)F)c2)CC1	6	15	-6	0	5	-1	-4	0	-1	2	5
Oc1ccc(N=Nc2ccccc2-c2nn[nH]n2)c(O)c1	-11	-7	-1	8	4	-9	31	-5	-1	0	-2
Cc1ccc(C(=O)NC(C)CCc2ccccc2)cc1S(=O)(=O)N1CCOCC1 (stereo unspecified)	32	-23	16	3	-7	-5	9	9	-8	16	15
CC1CN(c2ccc([N+](=O)[O-])c(NCCOc3ccccc3)c2)CC(C)N1 (stereo unspecified)	-28	-9	1	-16	4	-6	-45	7	1	-7	10
COC(=O)C(CC(C)C)NC(=O)/C=C/c1ccccc1Cl (stereo unspecified)	11	0	3	3	-5	1	2	3	-3	-18	-10
O=C(NCCS(=O)(=O)N1CCCC1)c1ccccc1	-4	-16	-7	-20	-6	-7	-2	2	-1	16	-5
O=C(CSc1nnc(-c2cccnc2)s1)Nc1cccc(C(=O)O)c1	-14	-8	2	-7	-6	0	8	-1	-10	7	-7
CN(CCc1ccccn1)C(=O)c1cccnc1Oc1ccccc1	-5	14	-7	0	0	3	1	-3	-5	19	8
C=CCN(C(=O)c1csnn1)C(C(=O)NC1CCCCC1)c1ccc(Cl)cc1 (stereo unspecified)	1	0	9	22	21	-7	6	4	-6	6	0
COc1cc(/C=C2/C(=O)NN(c3ccc(Cl)cc3)C2=O)cc(OC)c1O	-5	-8	3	3	2	-11	-4	-9	-1	6	0
C/C(=C\c1ccccc1)CN1CCN(c2cccc(Cl)c2)CC1	3	2	-4	-7	2	-1	-7	-15	-3	16	7
CCOc1ccccc1NC(=O)CSc1nnc2c(CC)c(C)nc(N)n12	21	-3	1	5	0	7	-37	4	-1	9	14
CCCc1nc(SCC(N)=O)[nH]c(=O)c1CC	5	-9	-8	12	-1	3	-2	10	4	-7	-1

Whole records as entered above. Order of screens: TWEAK Fn14 block, LRH-1 inv ag, SRC2 inh, COUP-TFII inh, Granule exo inh, TLR9-MyD88 block, TROY NFkB inh, ABHD5 PLIN5 PPI, NOD2 RIPK2 PPI, NCOA3 inh, NCOA1 inh
COc1ccccc1OCCOC(=O)Nc1ccccc1 as listed: -35, -6, -11, -13, -8, 10, -9, -1, -5, 4, -17
COc1cccc(Nc2nc(C(N)C(C)C)cs2)n1 (stereo unspecified) as listed: -6, -13, 9, -16, -5, x, -12, 4, 12, 8, 13
COc1ccc(S(=O)(=O)N(C)CC(=O)NCCC2=CCCCC2)cc1 as listed: 3, 15, -8, 28, -1, -5, -2, -4, -6, 3, 5
CCOc1ccccc1NC(=O)CSc1nnc2c(CC)c(C)nc(N)n12 as listed: 21, -3, 1, 5, 0, 7, -37, 4, -1, 9, 14
O=c1c2ccccc2nc2n1CCN2Cc1ccc(Cl)cc1 as listed: 33, 34, x, x, -2, 2, 11, 5, 0, 18, -2
